Compound activity as filed in PubChem.
MPTP block = mitochondrial permeability transition pore inhibitors, primary screen, biochemical, isolated mouse mitochondria, absorbance; Ca2+ swelling absorbance, 30 min; inhibition, % at 10 µM; actives 1.4% (n = 360,000);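 active = inhibition of 50% or more, scaled per plate between neutral and stimulator controls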;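 note: 0% = DMSO wells given calcium and 100% = 1 mM EGTA wells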
NR3A LBD binder = binders of NR3A ligand-binding domain, primary screen, biophysical, differential scanning fluorimetry, uHTS; Glutamate receptor ionotropic, NMDA 3A (GRIN3A) ligand-binding domain; NR3A LBD differential scanning fluorimetry, Tm shift; 0% = protein alone, 100% = glycine-bound protein; Tm shift relative to glycine control, % at 25 µM; actives 2.5% (n = 340,000);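 active = melting temperature shift of at least 10% of the positive control shift, at one fixed dose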
A3A deaminase = APOBEC3A ssDNA deaminase inhibitors, primary screen, selectivity assay for APOBEC3G inhibitor project, biochemical, FAM/TAMRA oligo cleavage fluorescence | DNA dC->dU-editing enzyme APOBEC-3A (Homo sapiens), P31941 | recombinant A3A, FAM/TAMRA ssDNA deamination fluorescence | inhibition, % at 20 µM | actives 0.41% (n = 330,000);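 active = at least 40% inhibition at 20 µM here, with at most 30% in a related deaminase screen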;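 note: plate controls were A3A with DMSO for no effect and wells lacking A3A enzyme for full effect; some results filed as inactive read as strong as hits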
Target sequence (P31941 whole entry, looked up): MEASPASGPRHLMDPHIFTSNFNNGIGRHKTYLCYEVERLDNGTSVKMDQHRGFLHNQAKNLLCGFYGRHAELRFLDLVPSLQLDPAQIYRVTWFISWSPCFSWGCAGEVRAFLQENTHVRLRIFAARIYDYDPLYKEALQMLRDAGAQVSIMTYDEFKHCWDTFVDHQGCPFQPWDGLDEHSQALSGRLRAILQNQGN
EBI2 antag = EBI2 receptor antagonists, beta-arrestin recruitment, primary screen, cell-based, luminescence, 7a,25-OHC stimulation, uHTS; G-protein coupled receptor 183 (Homo sapiens), P32249; 7a,25-OHC stimulated; inhibition, % at 5 µM; actives 0.81% (n = 360,000); AID 651636, 2012; in the data active = inhibition above about 38%;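 note: enzyme fragment complementation signal reports receptor beta-arrestin coupling in cells; 0% = agonist plus DMSO wells and 100% = wells without agonist; some results beyond the cut were filed as inactive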
Target sequence (P32249 whole entry, looked up, the tested form may be a part): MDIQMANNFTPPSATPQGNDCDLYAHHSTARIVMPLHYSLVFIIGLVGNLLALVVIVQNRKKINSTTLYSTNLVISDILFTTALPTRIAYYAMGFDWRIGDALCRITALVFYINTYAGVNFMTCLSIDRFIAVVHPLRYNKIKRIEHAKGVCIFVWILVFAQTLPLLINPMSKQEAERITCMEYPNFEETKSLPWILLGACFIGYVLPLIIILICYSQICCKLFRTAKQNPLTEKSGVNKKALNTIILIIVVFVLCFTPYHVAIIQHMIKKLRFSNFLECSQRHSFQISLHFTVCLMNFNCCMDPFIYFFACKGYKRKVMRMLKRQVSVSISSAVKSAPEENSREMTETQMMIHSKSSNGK
CCR6 antagonist = CCR6 receptor antagonists, primary screen, cell-based, CHO-K1, luminescence, beta-arrestin, uHTS | C-C chemokine receptor type 6 (Homo sapiens), P51684 | CHO-K1 CCR6 PathHunter beta-arrestin, CCL20-stimulated | inhibition, % at 20 µM | actives 0.49% (n = 340,000) | AID 493098, 2011;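 active = compounds whose inhibition of the agonist-driven luminescence signal at 20 µM reaches about 50%, limit read from the data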;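 note: cells stimulated with CCL20 at 14 nM final; plate controls were DMSO with CCL20 for no effect and DMSO without agonist for full effect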
Target sequence (P51684 whole entry, looked up): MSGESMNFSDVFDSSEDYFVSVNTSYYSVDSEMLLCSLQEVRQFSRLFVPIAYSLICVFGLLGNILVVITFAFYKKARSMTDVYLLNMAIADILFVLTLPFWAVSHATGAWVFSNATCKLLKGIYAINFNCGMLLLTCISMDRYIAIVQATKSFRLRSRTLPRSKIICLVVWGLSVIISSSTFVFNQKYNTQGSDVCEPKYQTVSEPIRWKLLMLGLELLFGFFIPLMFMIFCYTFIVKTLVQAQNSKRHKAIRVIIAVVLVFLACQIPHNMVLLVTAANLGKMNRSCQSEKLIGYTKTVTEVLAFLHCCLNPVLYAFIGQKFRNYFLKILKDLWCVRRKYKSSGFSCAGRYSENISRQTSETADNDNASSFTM
APOBEC3G inh = APOBEC3G DNA deaminase inhibitors, primary screen, biochemical, fluorescence, single-stranded DNA substrate, uHTS | AID 493012, 2011 | inhibition, % at 20 µM | actives 0.28% (n = 330,000) | recombinant A3G, ssDNA deamination FAM/TAMRA fluorescence;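 active = inhibition of at least 40% at 20 µM, with no more than 30% in the related APOBEC3A deaminase screen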;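 note: plate controls were DMSO wells with A3G for no effect and wells lacking A3G enzyme for full effect; some compounds called inactive have numbers as strong as hits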
CXCR6 inh = CXCR6 receptor inhibitors, primary screen, cell-based, beta-arrestin, luminescence, CHO-K1 PathHunter, 1536-well; inhibition, % at 20 µM; actives 0.36% (n = 360,000); in the data active = inhibition above about 34%, passing the limit was not always enough;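 note: antagonist mode with CXCL16 agonist at 10 nM final; 0% = 10 nM CXCL16 with DMSO and 100% = unstimulated wells without agonist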
Gli-Sufu block = Gli-Sufu pathway antagonists, primary screen, luciferase luminescence, Sufu-KO-LIGHT cells, uHTS | AID 588413, 2011 | inhibition, % at 5 µM | actives 0.74% (n = 340,000) | Sufu-KO-LIGHT fibroblasts, Gli luciferase reporter luminescence;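 active = inhibition above about 55%, limit read from the data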;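 note: 0% = DMSO-treated cells and 100% = wells with medium but no cells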
An asterisk follows results filed as active; . = no result given.

SMILES	MPTP block	NR3A LBD binder	A3A deaminase	EBI2 antag	CCR6 antagonist	APOBEC3G inh	CXCR6 inh	Gli-Sufu block
COc1cc(/C=C(\C#N)c2nc3ccccc3s2)cc([N+](=O)[O-])c1O	36	-2	7	15	60*	5	44*	9
C/C=C/c1ccc(OCC(O)CN2CCCCCCC2)c(OC)c1 (centres undefined)	1.1	0	-1	-15	-11	-4	0	39
Cc1ccc(NC(=O)C2CCN(S(=O)(=O)c3ccc4c(c3)NC(=O)C(C)S4)CC2)cc1C (centres undefined)	98*	-1	-3	17	14	-9	-2	14
Cc1cccc(NC(=O)/C(=C\c2ccc([N+](=O)[O-])o2)NC(=O)c2ccc(Cl)cc2)c1	36	2	.	8	11	.	-3	-8
COc1ccc(S(=O)(=O)N(CC(=O)NCc2ccco2)c2ccccc2)cc1	3.7	-1	2	-5	0	2	-12	7
O=C1c2cc([N+](=O)[O-])ccc2-c2cc(Br)c(N=C(NO)C(F)(F)F)cc21	2.6	6	.	-5	18	.	14	5
Cc1cc(C(=O)Cn2nc(C(=O)O)c3ccccc3c2=O)c(C)n1-c1cccc(C(F)(F)F)c1	5.0	-5	3	3	12	-1	-6	8
Cc1cc(=O)[nH]c2ccc(S(=O)(=O)Nc3ccc(O)cc3)cc12	0.9	1	1	-12	2	-4	-3	6
O=C(NC1CCN(C(=S)Nc2ccc(F)cc2)CC1)c1ccco1	0.1	4	-5	-3	16	-8	2	-9
O=C(O)C1(NS(=O)(=O)c2ccc(F)c(Cl)c2)CCCCC1	-1.2	1	-1	5	-4	-9	2	6
C=CCSc1nnc(CNC(=O)c2ccc(Cl)cc2)n1CC	-1.6	-2	0	-7	8	-13	1	5
CCN(CC)S(=O)(=O)c1ccc(OC)c(NC(=O)c2cccc(C)c2[N+](=O)[O-])c1	1.6	-1	4	2	15	-8	-1	-6
O=C(NCC1CCCO1)C1CC(c2ccccc2Cl)=NO1 (centres undefined)	-1.8	-1	1	-4	2	-5	3	-9
O=C(NCCCc1ccc(F)cc1)C1CCC(=O)N(CCN2CCOCC2)C1 (centres undefined)	0.9	3	-3	0	9	-6	-4	2
NC(=O)C1CCN(CC(=O)c2c[nH]c3ccc(F)cc23)CC1	-2.6	-1	-3	-8	1	-6	2	3
O=S(=O)(c1ccc(Br)cc1)N1CCCc2ccccc21	0.4	3	-3	5	40	0	3	30
CCCc1n[nH]c2c1C(=O)CC(C)(C)C2	-4.7	1	0	4	6	-4	-8	-6
COC(=O)c1sc(NC(=O)c2ccc(OC)cc2OC)nc1C	0.6	-3	3	7	-3	-2	7	-56
COCc1c(C(=O)NC(C)c2ccc(S(N)(=O)=O)cc2)oc2ccccc12 (centres undefined)	-0.2	6	0	-1	-2	-10	-7	3
CC(C)C(=O)NC(=O)COC(=O)/C=C/c1cccs1	-0.3	0	3	-6	3	-3	-13	4
COC(=O)c1[nH]c2cc(OC)c(OC)cc2c1NC(=O)CN1C[C@H]2C[C@@H](C1)c1cccc(=O)n1C2	-1.5	2	-5	1	11	-8	3	-4
CC1CCc2[nH]c3ccc(C(=O)N(C)CC(=O)Nc4cccc(F)c4)cc3c2C1 (centres undefined)	-1.1	6	-4	19	-2	-6	4	1
O=C(CSc1ccc(F)cc1)NC1CCCCC1	-0.2	-2	-6	18	-2	-3	-11	-21
O=C(c1cccs1)N1CCN(S(=O)(=O)c2cccc(Cl)c2Cl)CC1	0.3	-1	-3	-12	9	-8	1	2
CSc1ncccc1C(=O)OCC(=O)c1ccccc1Br	0.2	1	9	-5	20	-4	0	2

Later entries
SMILES	MPTP block	NR3A LBD binder	A3A deaminase	EBI2 antag	CCR6 antagonist	APOBEC3G inh	CXCR6 inh	Gli-Sufu block
Cc1[nH]nc(N2CCCCCC2)c1[N+](=O)[O-]	0.9	-1	-3	8	5	-7	-3	-3
Cc1ccc(CNC(=O)COc2ccc(C(=O)c3ccc(F)cc3)cc2)cc1	3.4	0	2	10	-1	3	4	0
Cc1ccc(NS(=O)(=O)c2csc(C(N)=O)c2)c(C)c1	-0.1	2	2	-2	-4	4	3	-9
Cc1cc(NC(=O)C(C)C)n(-c2nc3ccccc3s2)n1	0.0	0	2	0	14	-5	4	-6
COc1ccc(C(NC(C)=O)c2cc(Cl)c3cccnc3c2O)cc1 (centres undefined)	-1.5	-5	-3	2	14	-9	7	14
CC1C(=O)N2CCCc3cc(NC(=O)C(=O)NCc4ccc5c(c4)OCO5)cc1c32 (centres undefined)	-0.9	-2	-3	-2	-2	-9	8	3
CCn1ncc(Br)c1C(=O)Nc1ccccc1OC	0.2	1	-2	-1	-4	-8	4	7
CCc1ccc(OCc2nnc(SCC(=O)NCC3CCCO3)n2C)cc1 (centres undefined)	-2.6	0	-7	10	8	-12	1	-6
CCSc1ncnc2sc(C)c(C)c12	8.5	-3	0	-15	5	3	2	1
O=C1NCCOC(=O)[C@@H](Cc2ccc(F)cc2)CC/C=C/C[C@@H]1CC(=O)N(CCO)Cc1ccccc1	-1.2	4	-1	3	-15	-4	0	6
CCCSC1=C(C#N)C(c2cccs2)CC(=O)N1 (centres undefined)	2.7	1	0	-15	8	-4	3	-10
O=C(NCCC1CCCCN1S(=O)(=O)c1ccc(Cl)cc1)C(=O)NCc1ccncc1 (centres undefined)	1.0	-3	2	6	4	-6	27	25
CCCCn1c(=O)[nH]c2ccccc21	-0.6	2	-3	-7	-6	-4	1	1
Fc1ccc(-c2ccc(CNCc3ccccn3)o2)cc1Cl	1.6	1	-4	-13	12	-10	-23	6
O=C(COC(=O)[C@@H]1CC(O)CN1S(=O)(=O)c1ccc(Cl)c(Cl)c1)NC(=O)NCc1ccccc1 (some centres undefined)	0.8	-17	-2	14	3	-6	1	7
CCCc1cc(=O)oc2cc(C)cc(OC(C)C(=O)NCc3ccccn3)c12 (centres undefined)	-0.2	-3	-6	7	11	-7	0	2
COC(=O)c1ccccc1S(=O)(=O)N1CCC(C(=O)OCC(=O)c2ccccc2OC)CC1	0.9	0	1	11	23	0	1	-4
COc1ccc2c(c1)c(=O)c(C(=O)O)c(-c1ccc3c(c1)OCO3)n2C	-2.0	-10	-4	-2	-4	-6	5	4
CCCOC(=O)C1C2C=CC3(CN(c4cccc(Cl)c4)C(=O)C13)O2 (centres undefined)	-2.0	-2	-1	-9	0	2	4	5
O=C(Nc1ccc(S(=O)(=O)Nc2nccs2)cc1)c1cc(-c2ccccc2)nc2ccccc12	-1.6	11*	0	8	24	3	-9	1
CCN(CC)CC(C)CNC(=O)CC(C(=O)N1CCc2ccccc21)n1ccnc1 (centres undefined)	-0.2	0	1	-4	0	-2	8	8
CCc1nc2sc3c(c2c(=S)[nH]1)CC(C)(C)OC3	-0.6	1	-1	-5	2	-7	0	-6
COC(=O)[C@H]1C[C@@H]1[C@H](NS(=O)(=O)c1ccccc1)c1ccccc1	0.8	-1	-6	-7	3	-6	0	2
CCNC(=O)N1C(=O)C2(OCCO2)c2cc(Br)ccc21	-1.9	-2	-1	-7	-2	-3	3	-9
O=C1CCC(C(=O)N2CCCCO2)CN1CCc1ccccc1 (centres undefined)	2.4	1	2	-3	7	-1	6	-6

Complete entries from above.
CC(C)C(=O)NC(=O)COC(=O)/C=C/c1cccs1 is entered as MPTP block: -0.3; NR3A LBD binder: 0; A3A deaminase: 3; EBI2 antag: -6; CCR6 antagonist: 3; APOBEC3G inh: -3; CXCR6 inh: -13; Gli-Sufu block: 4
CCCOC(=O)C1C2C=CC3(CN(c4cccc(Cl)c4)C(=O)C13)O2 (centres undefined) is entered as MPTP block: -2.0; NR3A LBD binder: -2; A3A deaminase: -1; EBI2 antag: -9; CCR6 antagonist: 0; APOBEC3G inh: 2; CXCR6 inh: 4; Gli-Sufu block: 5

The listing continues.
SMILES	MPTP block	NR3A LBD binder	A3A deaminase	EBI2 antag	CCR6 antagonist	APOBEC3G inh	CXCR6 inh	Gli-Sufu block
Cc1csc(NC(=O)CCNC(=O)c2ccccc2Cl)n1	-1.3	-1	-2	-16	2	-1	-7	-4
COc1ccc2nc3cc([N+](=O)[O-])ccc3c(NNc3ccc([N+](=O)[O-])cc3)c2c1	11	4	.	-25	42	.	28	10
Cc1ccc(NC(=O)N2CCC(C(N)=O)CC2)cc1	0.2	0	3	2	14	2	-5	4
COc1ccc(SCC(=O)Nc2ccccc2Cl)cc1	0.6	1	-2	11	7	-8	2	-3
O=C(NCc1ccco1)C1Cc2ccccc2CN1S(=O)(=O)c1ccccc1F (centres undefined)	1.3	-2	6	7	16	2	5	-13
O=C(c1ccccc1)C(O)C(c1ccccc1)N1CCOCC1 (centres undefined)	-0.8	-1	-4	-5	0	-7	-2	3
O=[N+]([O-])c1ccc(CSc2ccc(S(=O)(=O)N3CCCCC3)cn2)cc1	-2.2	-1	4	9	8	-5	-2	6
Cc1ccc(CN2CCSc3ccc(C(=O)NC4CCCC4)cc32)cc1	-1.2	-4	-5	-8	11	-4	15	-14
O=C(NC1CCCCC1)C(c1ccncc1)N(Cc1ccccc1)C(=O)c1ccc(-c2ccccc2)[nH]1 (centres undefined)	4.8	0	0	15	10	-4	12	-1
Cc1cc(C)n2c(SCC#N)nnc2n1	0.6	-1	-5	1	-2	-7	-1	-7
CCc1ccc(-c2nn(-c3ccccc3C)cc2C(=O)N2CCN(C3CCS(=O)(=O)C3)CC2)cc1 (centres undefined)	-0.6	2	-1	2	5	-6	-4	14
CCn1cnc2cc(NC(=O)c3cccs3)ccc21	0.0	-1	-7	-2	-4	-6	-1	-60
Cc1ccc(NC(=O)NNC(=O)c2sccc2-n2cccc2)cc1	1.7	6	-1	7	7	10	1	1
COc1ccc(C)cc1S(=O)(=O)N1CCN(C(=O)c2ncoc2-c2cccc(C)c2)CC1	0.3	0	-3	2	-1	-7	5	-7
COc1ccccc1C(=O)NC(CCSC)C(=O)NCC(c1ccco1)N(C)C (centres undefined)	1.6	-2	0	1	5	-4	-7	1
Cc1cc(Cl)c(S(N)(=O)=O)cc1OCC(=O)NC1CCCCC1	0.7	0	0	-9	-2	-9	5	-7
COc1ccc(C(=O)Nc2ccc(O)c3ccccc23)cc1OC	-0.7	-1	-3	-1	-17	-2	-24	-5
CCCCN(C(=O)c1ccc(C#N)cc1)c1c(N)n(CCC)c(=O)[nH]c1=O	0.9	-1	1	-3	1	-2	1	12
COC(=O)C1=C(C)N(C(C)C)C(=O)C1(NC(C)=O)C(F)(F)F (centres undefined)	-0.4	0	2	-2	6	-4	-10	5
CC[n+]1c(/C=C2\C=C(C)CC(C)(C)C2)sc2ccccc21	3.3	1	20	-25	10	50*	9	9
CS(=O)(=O)c1sc2nc(-c3cccs3)cc(-c3ccccc3)c2c1N	0.2	7	4	9	18	22	8	-1
S=C(Nc1ccc(Br)cc1)NC1CCN(Cc2ccccc2)CC1	3.1	-2	0	16	-11	-6	-15	32
CN(C(=O)c1cccc(NC(=O)Cc2ccc(NC(=O)C3CCN(C(=O)C4CCC4)CC3)cc2)c1)C1CCCCC1	-1.9	1	.	-2	12	.	6	-7
CC(=O)OCc1nc2sc(C)c(C)c2c(=O)[nH]1	-0.2	-3	5	-9	6	2	-3	-8
O=C(CSc1nc(-c2ccccc2)cc(=O)[nH]1)N1CCc2ccccc21	6.0	4	3	1	-2	2	-7	1
CC(C)c1nnc(NC(=O)CCC(=O)Nc2ccc(F)cc2)s1	-0.7	0	-4	1	-1	-9	-4	3
COc1ccc(-n2c(-c3ccc(Br)cc3)n[nH]c2=S)cc1	-1.2	1	-1	14	8	15	2	-14
